Screens (PubChem)
Dyrk1A ADPGlo: inhibitors of rat Dyrk1A kinase. Q63470. ADP-Glo luminescence, NFATc1 peptide. inhibition, % at 12.5 µM. 310,000 tested, 0.43% active; in the data active = inhibition above about 50%;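 also: plate controls were vehicle with enzyme for no effect and no enzyme for full effect; many of its hits are not listed in these tables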
An asterisk follows results filed as active. Only part of the results is shown (hit frequency here may not be typical).

SMILES | Dyrk1A ADPGlo
COC(=O)[C@]1(C)N[C@H](CN(C)C(=O)c2ccc(C(C)(C)C)cc2)[C@@H]2C(=O)N(C)C(=O)[C@@H]21 | -5
COc1ccc(-c2cccc([C@H]3[C@@H]4C=CC[C@@H](C)[C@@H]4C(=O)N3Cc3ccccc3)c2)cc1 | -1
Cc1ccc(C(C)C)c(OCC(=O)NNC(=O)C2CSC3(C)CCC(=O)N23)c1 (stereo unspecified) | -7
O=C(CNC(=O)c1cc(S(=O)(=O)N2CCOCC2)ccc1N1CCCC1)Nc1ccc(F)c(F)c1 | 9
CCOC(=O)C1=CN(Cc2ccco2)S(=O)(=O)NC1c1ccc(F)c(Cl)c1 (stereo unspecified) | 2
CC1Cc2ccccc2N1S(=O)(=O)c1cccc(C(=O)NCC(c2ccco2)N2CCCC2)c1 (stereo unspecified) | 5
O=C1CCCN1C(=O)CSc1ncnc2sccc12 | 27
COc1ccc(-c2ccccc2[C@H]2[C@@H]3C=CC[C@@H](C)[C@@H]3C(=O)N2Cc2ccccc2)cc1 | -1
c1ccc(-c2nn(-c3ccccc3)[n+](-c3ccccc3)n2)cc1 | 6
c1ccc(C(=NNc2nc3ccccc3s2)c2ccccn2)cc1 | 13
O=C(OCC(=O)N1CCN(S(=O)(=O)c2ccc(Cl)cc2)CC1)C1CC1 | -5
Cc1cccc(C(=O)OCC(=O)c2ccc(CC(=O)N3CCOCC3)s2)c1C | 1
Cc1ccc(-c2csc(/C=C3/SC(C)C(=O)N3CC(=O)Nc3ccccc3F)n2)cc1 (stereo unspecified) | -1
CCN(C(=O)COC(=O)c1cccc(S(=O)(=O)NCc2ccccc2)c1)c1ccccc1 | -1
CCCCCc1ccc(C(=O)CCC(=O)OCC(=O)N(CC)c2c(N)n(Cc3ccccc3)c(=O)[nH]c2=O)cc1 | -1
O=c1c2ccccc2ncn1CCc1ccncc1 | 8
COc1cc(C2CC(=O)Oc3cc(C)c(Br)c(C)c32)cc(OC)c1OC (stereo unspecified) | -2
O=C(c1ccccc1)N(c1ccccc1)c1ccccc1O | 2
COc1cc(N)c(Cl)cc1C(=O)OCC(=O)N1c2ccccc2NC(=O)C1(C)C | -1
COc1ccc(B(O)O)c(CN2CCN(C(=O)OC(C)(C)C)CC2)c1 | -14
CN(Cc1cccnc1)C(=O)c1ccc(Cl)c(NS(=O)(=O)c2ccc(F)cc2)c1 | 5
O=[N+]([O-])c1ccc(NC2CCCCC2)nc1 | 5
COc1cccc(NC(=O)CN(C)C(=O)c2ccc(S(=O)(=O)Nc3ccccc3F)cc2)c1 | -6
CCOC(=O)C1=C(COC(=O)CSc2ccc(C)cc2C)NC(=O)NC1C (stereo unspecified) | 9
COc1ccc(C(=O)COC(=O)c2ccc(Cl)nc2)cc1OC | 5
Cc1ccc(NC(=O)CCC(=O)N2CCC(c3ccccc3)=N2)cc1S(=O)(=O)N1CCCCC1 | 15
Cc1ccc(C2/C(=C(\O)c3c(C)nc4c(C)cccn34)C(=O)C(=O)N2CCN(C)C)o1 (stereo unspecified) | -7
Nc1nc2c(ncn2-c2ccccc2)c(=O)[nH]1 | 17
O=C1CN(N=Cc2ccco2)C(=O)N1 | -5
COc1cc2c(cc1OC)CN(C(C)C(=O)Nc1cccc(S(=O)(=O)N3CCOCC3)c1)CC2 (stereo unspecified) | -4
COc1ccc(NC(=O)CCNC(=O)c2ccc([N+](=O)[O-])cc2)cc1S(=O)(=O)N1CCCCC1 | 18
Oc1ccc2ccccc2c1/C=C/c1ccc2c(Br)cc(Br)c(O)c2n1 | 2
O=C(Cc1ccc(NC(=O)C2CCCN(C(=O)C3CCC3)C2)cc1)Nc1cccc(C(=O)N2CCCC2)c1 (stereo unspecified) | -3
CN(CC(=O)Nc1cccc(F)c1)C(=O)C1CCC(C(=O)N(C)CC(=O)Nc2cccc(F)c2)CC1 (stereo unspecified) | 3
c1ccc2oc(-c3ccc(Nc4nc(N5CCOCC5)nc(N5CCOCC5)n4)cc3)nc2c1 | -2
Cc1ccc(OCCCC(=O)Nc2cc(S(=O)(=O)N3CCOCC3)ccc2N2CCOCC2)cc1 | 16
Cc1nc(N)[nH]c(=O)c1CCCNc1ccc(CCCCC2(CCl)OCCO2)cc1 | 0
COc1ccc(OC)c2cc3ccccc3cc12 | 15
O=S(Cc1ccccc1)Cc1ccccc1 | 9
O=C1OCC(O)=C1Cc1ccccc1 | -3
COc1ccc(CNC(=O)c2ccc(S(=O)(=O)N3CC(C)CC(C)C3)cc2)cc1OC (stereo unspecified) | 6
C=C(C)C1CC=C(C)C(=NNC(=O)c2ccncc2)C1 (stereo unspecified) | -2
COc1ccc(-c2noc(CCC(=O)N3CCC(c4cc(C)ccc4C)CC3)n2)cc1 | 3
COc1ccc(CN(C)C(=O)CSc2nnc(C3CC3)n2C2CC2)cc1 | 1
CC(C)=CCCC(C)CCO (stereo unspecified) | 12
O=C1CCC[C@@H]2Cc3nc4ccccc4cc3[C@@H]3CCN1[C@H]23 | -5
N#C/C(=C/c1ccc(-c2cccc([N+](=O)[O-])c2)o1)C(=O)Nc1nc(-c2cccs2)cs1 | -4
O=C(CN(C(=O)c1ccccc1)C(=O)c1ccccc1)OCc1ccccc1 | 2
COc1ccc2nc(SC(C)C(=O)NCC(=O)Nc3ccc(F)c(F)c3F)[nH]c2c1 (stereo unspecified) | 15
CC(=O)Nc1ccc(C=NNC(=O)C2CC2)cc1 | 5
COc1cc2ccccc2cc1C(=O)N1CC(C)OC(C)C1 (stereo unspecified) | 2
O=C1c2c(Cl)c(Cl)c(Cl)c(Cl)c2C(=O)N1c1nccs1 | -3
O=C(Cn1cnc2scc(-c3ccc(F)cc3)c2c1=O)NCC(c1ccco1)N1CCCC1 (stereo unspecified) | 4
CN(C(=O)c1ccc(NC(=O)Cc2cccc(NC(=O)C3CCCN(C(=O)C4CC4)C3)c2)cc1)C1CC1 (stereo unspecified) | -3
CN(CC(=O)Nc1ccc(F)cc1)C(=O)c1ccc2ccccc2n1 | 10
CN1CCN(S(=O)(=O)c2ccc(N3CCN(c4ccccc4O)CC3)c([N+](=O)[O-])c2)CC1 | -7
CCN1C[C@@H]2[C@@H]3C(=O)N(Cc4ccccc4)C(=O)[C@@H]3[C@](Cc3ccccc3)(C(=O)OC)N2C1=NC1CCCCC1 | -1
COC(=O)[C@]1(C)N[C@H](CN(C)S(=O)(=O)c2ccc(-c3ccccc3)cc2)[C@@H]2C(=O)N(Cc3ccccc3)C(=O)[C@@H]21 | -3
CCCCCCOC(=O)CC1CC(C(C)=O)C1(C)C (stereo unspecified) | 0
COc1cccc(NC(=O)CN(C)C(=O)/C=C/c2cn(-c3ccccc3)nc2-c2ccc(OC)c(OC)c2)c1 | 11
The listing continues:
SMILES | Dyrk1A ADPGlo
O=C1CCN(Cc2ccc(Cl)cc2Cl)C(=O)N1 | 6
Cc1cc(=O)n2c3c(c4c(cc13)c(CN(C)C)cc(=O)n4C)OC2 | 22
CC(C)C(NS(=O)(=O)c1ccccc1F)C(=O)OCC(=O)NCc1ccco1 (stereo unspecified) | -1
Cc1cc2c(=O)n(C)c(SCC(=O)Nc3ccc(F)cc3)nc2s1 | 10
Cc1cc(Cc2cc(C)c(O)c(CO)c2)cc(CO)c1O | -3
COc1ccccc1NS(=O)(=O)c1cc(C(=O)N2CCN(C(=O)c3ccco3)CC2)ccc1F | 3
CCCN(CC(=O)Nc1ccccc1C)C(=O)c1ccc(OCC(=O)N2CCOCC2)c(OCC)c1 | -8
CC(C)Oc1ccc(S(=O)(=O)N2CCOCC2)cc1NC(=O)C1=NN(c2ccccc2)C(=O)CC1 | 2
Cc1cccc(N2CC(C(=O)OCC(=O)c3c(N)n(CC(C)C)c(=O)n(C)c3=O)CC2=O)c1C (stereo unspecified) | -3
NC(=S)NN=Cc1ccc(-c2ccc(S(=O)(=O)Nc3ncccn3)cc2)o1 | 2
COCCN(C(=O)COC(=O)C(C)(C)Oc1ccc(Cl)cc1)c1c(N)n(Cc2ccccc2)c(=O)[nH]c1=O | 3
COc1ccc(CCC(=O)Nc2cccc(S(=O)(=O)N3CCCC3)c2)cc1OC | -2

In a second layout: entries from further up.
Structure	Dyrk1A ADPGlo
CN(Cc1cccnc1)C(=O)c1ccc(Cl)c(NS(=O)(=O)c2ccc(F)cc2)c1	5
O=[N+]([O-])c1ccc(NC2CCCCC2)nc1	5
COc1cccc(NC(=O)CN(C)C(=O)c2ccc(S(=O)(=O)Nc3ccccc3F)cc2)c1	-6
CCOC(=O)C1=C(COC(=O)CSc2ccc(C)cc2C)NC(=O)NC1C (stereo unspecified)	9
COc1ccc(C(=O)COC(=O)c2ccc(Cl)nc2)cc1OC	5
Cc1ccc(NC(=O)CCC(=O)N2CCC(c3ccccc3)=N2)cc1S(=O)(=O)N1CCCCC1	15
Cc1ccc(C2/C(=C(\O)c3c(C)nc4c(C)cccn34)C(=O)C(=O)N2CCN(C)C)o1 (stereo unspecified)	-7
Nc1nc2c(ncn2-c2ccccc2)c(=O)[nH]1	17
O=C1CN(N=Cc2ccco2)C(=O)N1	-5
COc1cc2c(cc1OC)CN(C(C)C(=O)Nc1cccc(S(=O)(=O)N3CCOCC3)c1)CC2 (stereo unspecified)	-4
COc1ccc(NC(=O)CCNC(=O)c2ccc([N+](=O)[O-])cc2)cc1S(=O)(=O)N1CCCCC1	18
Oc1ccc2ccccc2c1/C=C/c1ccc2c(Br)cc(Br)c(O)c2n1	2
O=C(Cc1ccc(NC(=O)C2CCCN(C(=O)C3CCC3)C2)cc1)Nc1cccc(C(=O)N2CCCC2)c1 (stereo unspecified)	-3
CN(CC(=O)Nc1cccc(F)c1)C(=O)C1CCC(C(=O)N(C)CC(=O)Nc2cccc(F)c2)CC1 (stereo unspecified)	3
c1ccc2oc(-c3ccc(Nc4nc(N5CCOCC5)nc(N5CCOCC5)n4)cc3)nc2c1	-2
Cc1ccc(OCCCC(=O)Nc2cc(S(=O)(=O)N3CCOCC3)ccc2N2CCOCC2)cc1	16
Cc1nc(N)[nH]c(=O)c1CCCNc1ccc(CCCCC2(CCl)OCCO2)cc1	0
COc1ccc(OC)c2cc3ccccc3cc12	15
O=S(Cc1ccccc1)Cc1ccccc1	9
O=C1OCC(O)=C1Cc1ccccc1	-3
COc1ccc(CNC(=O)c2ccc(S(=O)(=O)N3CC(C)CC(C)C3)cc2)cc1OC (stereo unspecified)	6

Two of the compounds above, with the structure last:
Dyrk1A ADPGlo | Compound
-3 | Cc1cccc(N2CC(C(=O)OCC(=O)c3c(N)n(CC(C)C)c(=O)n(C)c3=O)CC2=O)c1C (stereo unspecified)
10 | Cc1cc2c(=O)n(C)c(SCC(=O)Nc3ccc(F)cc3)nc2s1

(listing goes on)
SMILES | Dyrk1A ADPGlo
O=c1nc2onnc2c(C=NO)[nH]1 | 1
O=[N+]([O-])c1cc(Br)ccc1NS(=O)(=O)c1ccccc1 | -3
CN(C(=O)c1cccc(NC(=O)Cc2ccc(NC(=O)C3CCN(C(=O)CCc4ccccc4)CC3)cc2)c1)C1CCC1 | 2
CC(C)CN(C(=O)Cn1c(C(F)(F)F)nc2ccccc21)c1c(N)n(Cc2ccccc2)c(=O)[nH]c1=O | 3
O=C(NC1CCCCC1)c1cc(S(=O)(=O)N2CCN(c3ccccc3)CC2)ccc1Cl | -4
O=CNC1c2ccccc2CCc2ccccc21 | 0
COc1ccc(C=C(NC(=O)c2ccccc2)C(=O)O)cc1OC | -1
CSc1nc(O)c(Nc2ccccc2)c(=O)[nH]1 | -4
Cc1ccc(C(CC(=O)O)NC(=O)CCNC(=O)c2ccco2)cc1 (stereo unspecified) | 9
COC1OC2COC(c3ccccc3)OC2C(OC(C)=O)C1OC(C)=O (stereo unspecified) | -1
CC[C@H]1c2[nH]c3ccc(C(C)C)cc3c2[C@@H]2CCN3C(=O)CCC[C@H]1[C@H]23 | -1
Cc1ccc(C(=O)NCC(c2ccc(F)cc2)N2CCOCC2)cc1S(=O)(=O)N1CCOCC1 (stereo unspecified) | 4
O=C(N[C@H]1C/C=C\C(c2cccc(F)c2)N(Cc2ccccc2)C(=O)C1)OCC1c2ccccc2-c2ccccc21 (stereo partly specified) | -4
CCCn1c(C)cc(/C=C(\C#N)C(=O)OCC(=O)N(CC)c2c(N)n(Cc3ccccc3)c(=O)[nH]c2=O)c1C | 1
Cc1cccc2sc(NC(=O)CCNC(=O)c3ccco3)nc12 | -2
NC(=S)NN=C1CCC2(CCCCC2)CC1 | 3
CN(C)C(=O)CCc1ccc2c3c([nH]c2c1)[C@]1(CCC2CCCC2)[C@@H](C(=O)N2CCOCC2)C[C@H](CC(=O)NCC24CC5CC(CC(C5)C2)C4)C(=O)N1CC3 | -5
CC(=O)Oc1ccc(C23c4ccccc4C2(OC(C)=O)c2cc(OC(C)=O)ccc23)cc1 (stereo unspecified) | 2
COc1ccc(NC(=O)CN(C)C(=O)CNC(=O)c2ccc3ccccc3c2)cc1 | 5
COc1ccc2c(-c3ccc(OCCN4CCCCC4)cc3)c(-c3ccccc3OC)sc2c1 | 0
Cc1ccc(S(=O)(=O)c2nc(-c3ccccc3)oc2N2CCCC2)cc1 | -4
Cc1ccc(NC(=O)c2n[nH]c(=O)c3ccccc23)cc1S(=O)(=O)N1CCOCC1 | -5
Cc1n[nH]c2ccccc2c1=O | 10
O=C(N[C@H]1C/C=C\C[C@H](CC(=O)N(CCO)Cc2ccccc2)C(=O)N[C@@H](c2ccccc2)COC1=O)OCC1c2ccccc2-c2ccccc21 | 5
COC(=O)c1ccc(Cn2cnc3c(N)ncnc32)cc1 | -6
CCN(C(=O)COC(=O)CCc1ccc(OC)cc1)c1c(N)n(Cc2ccccc2)c(=O)[nH]c1=O | -7
CCc1nc(N)nc(N)c1-c1ccc(N(C)Cc2ccccc2)c([N+](=O)[O-])c1 | -3
Cc1ccc(NC(=O)Cn2c(=O)ccn(Cc3ccccc3)c2=O)cc1S(=O)(=O)N1CCOCC1 | 1
CC(=O)N(c1cc(C)ccc1C)c1ccccc1[N+](=O)[O-] | 3
CC1CC(C)CN(C(=O)COC(=O)c2ccc(Cl)nc2)C1 (stereo unspecified) | 6
O=S(=O)(Nc1cccnc1)c1cccnc1 | 2
CCc1c(Nc2ccccc2C)nc(N)[nH]c1=O | 5
COc1ccc2[nH]c3c(c2c1)CCN1C(=O)C(CC(=O)NCc2ccco2)C[C@H](C(=O)N2CCCCC2)[C@@]31C (stereo partly specified) | 12
Cc1ccc2c(c1)S(=O)(=O)N(C)C(c1ccccc1)=C2 | 4
CC1CCN(C(=O)c2ccc(NC3=C(Cl)C(=O)N(Cc4ccccc4)C3=O)cc2)CC1 | 4
